# PLK1 PBD inh: Plk1 (human) PBD binding inhibition | inhibition, %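 (tested at about 20 µM)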 | 97,000 compounds, 0.13% hits | Plk1 PBD phosphopeptide binding, fluorescence polarization; in the data active = inhibition above about 34%, passing the limit was not always enough
# PTK2B oligo ant: antagonists of human Pyk2 oligomerization; Q293 cells, Pyk2 FERM NanoBiT luminescence; hits give low values; z-score (the deposit names both 25 µM and 10 µM); 99,000 compounds, 0.83% hits; AID 1347419;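 active = Z-score of -3 or lower, scaled per plate to the spread of control and sample wells; inactive = z-score above -3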;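 note: negative z-score means lost luminescence so less FERM oligomerization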
# PLK1 inh: PLK1 (human) kinase inhibition; P53350; recombinant PLK1 kinase, TR-FRET peptide phosphorylation; inhibition, % at 10 µM; 97,000 compounds, 0.53% hits;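 active = inhibition of 50% or more in the single-concentration screen; inactive = inhibition below 50%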;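 note: 0% = DMSO max control and 100% = H-89 dihydrochloride min control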
# FAK inh: FAK (human) kinase inhibition; Q05397; biochemical FAK kinase activity assay; AID 727; inhibition, %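 (tested at 7 µM)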; 97,000 compounds, 0.84% hits; in the data active = inhibition above about 19%;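 note: 0% = DMSO and 100% = reference compound high control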
# PTPN22 act: LYP (human) phosphatase activation | Q9Y2R2 | recombinant LYP, DiFMUP fluorescence; 0 = plate median, 100 = signal doubled | activation, % at 2 µM | 96,000 compounds, 0.11% hits;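 active = activation at 2 µM above a set limit, the mean plus 5 SD, cut at about 37% in these data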
# F-actin modifier: modifiers of cytoskeleton assembly; HUVEC TNFa F-actin phalloidin imaging, high content; inhibition, % at 2 µM; 91,000 compounds, 0.18% hits; AID 836;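 active = inhibition above the batch mean plus 3 SD and confirmed as a hit by visual image inspection, cut at about 30% in these data, passing the limit was not always enough; inconclusive = above the inhibition threshold but rejected on visual inspection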; note: strong numbers were not always called active
# PTPN22 inh 2: inhibitors of human LYP (PTPN22) phosphatase; inhibition, % at 2 µM; recombinant LYP catalytic domain, DiFMUP fluorescence; 96,000 compounds, 0.21% hits; AID 640; Q9Y2R2;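 active = inhibition at 2 µM at or above a set limit, the screen mean plus 3 SD, cut at about 24% in these data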;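 note: 0% = DMSO with enzyme and 100% = enzyme fully blocked by orthovanadate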
# EphB4 antag: EphB4-ephrin-B2 interaction antagonism. EphB4 LBD / TNYL-RAW-Alexa532 peptide, fluorescence polarization. P54760. inhibition, % at 7 µM. 97,000 compounds, 0.15% hits;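 active = inhibition above the screen-wide mean inhibition plus 3 SD, cut at about 15% in these data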;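 note: 0% = DMSO wells and 100% = excess unlabeled TNYL-RAW peptide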
# Target sequence (P54760 whole entry, looked up, the tested form may be a part): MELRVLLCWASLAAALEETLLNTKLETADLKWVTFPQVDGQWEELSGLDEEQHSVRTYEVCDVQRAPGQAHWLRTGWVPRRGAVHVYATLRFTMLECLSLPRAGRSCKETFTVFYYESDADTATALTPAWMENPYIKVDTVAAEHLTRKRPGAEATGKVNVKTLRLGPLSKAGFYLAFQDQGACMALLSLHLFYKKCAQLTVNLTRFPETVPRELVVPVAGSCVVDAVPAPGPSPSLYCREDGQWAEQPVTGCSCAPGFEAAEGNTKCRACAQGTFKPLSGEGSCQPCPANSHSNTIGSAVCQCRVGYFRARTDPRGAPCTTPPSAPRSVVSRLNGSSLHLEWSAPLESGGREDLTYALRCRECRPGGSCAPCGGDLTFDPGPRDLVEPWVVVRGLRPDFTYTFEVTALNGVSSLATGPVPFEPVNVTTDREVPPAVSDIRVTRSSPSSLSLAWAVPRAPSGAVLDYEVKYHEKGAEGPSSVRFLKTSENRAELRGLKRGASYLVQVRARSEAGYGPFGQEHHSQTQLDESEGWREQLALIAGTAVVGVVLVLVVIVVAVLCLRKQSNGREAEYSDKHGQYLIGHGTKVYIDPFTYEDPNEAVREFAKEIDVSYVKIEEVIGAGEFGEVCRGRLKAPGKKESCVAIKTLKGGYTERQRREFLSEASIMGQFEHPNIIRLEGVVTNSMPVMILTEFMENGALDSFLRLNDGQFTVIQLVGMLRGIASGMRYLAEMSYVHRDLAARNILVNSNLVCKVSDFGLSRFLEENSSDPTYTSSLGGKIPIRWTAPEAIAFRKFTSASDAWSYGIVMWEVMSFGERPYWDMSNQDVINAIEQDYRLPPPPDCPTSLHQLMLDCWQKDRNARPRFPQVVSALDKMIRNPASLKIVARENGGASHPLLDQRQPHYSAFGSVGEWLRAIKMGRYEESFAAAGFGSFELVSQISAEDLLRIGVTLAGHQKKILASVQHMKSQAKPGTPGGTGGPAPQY
# Rev-RRE block: inhibitors of HIV-1 Rev-RRE RNA interaction; P05866; Rev peptide-RRE RNA binding, FRET; inhibition, % at 8 µM; 97,000 compounds, 0.79% hits; AID 704;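 active = inhibition above the screen-wide mean plus 3 SD, cut at about 35% in these data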;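 note: 0% = median DMSO wells and 100% = median Neomycin B control wells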
# Target sequence (P05866 whole entry, looked up): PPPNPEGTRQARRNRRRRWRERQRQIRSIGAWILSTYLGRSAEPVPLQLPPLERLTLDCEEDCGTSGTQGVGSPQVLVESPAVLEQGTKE
#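 Assay system: Labelled RRE RNA duplex and labelled Rev peptide | Times: 5 min preincubation and 15 min binding, 25 °C | Detection: FRET, ex 480 nm, em 540 and 671 nm | Evaluation: % inhibition of FRET ratio versus controls | Benchmarks: DMSO wells as 0% and neomycin B wells as 100% inhibition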
# * marks the source's active call; other numbers are inactive results; u = inconclusive; x = not tested or not shown.
PLK1 PBD inh	PTK2B oligo ant	PLK1 inh	FAK inh	PTPN22 act	F-actin modifier	PTPN22 inh 2	EphB4 antag	Rev-RRE block	SMILES
4	-1.2	-39	2	2	-15	-4	-4	6	Cc1ccc(C)c(NS(=O)(=O)c2cc(C(=O)NCc3ccco3)ccc2C)c1
-1	0.32	4	2	9	11	-8	-5	11	COc1ccnc(N=CNOCc2cccc(Cl)c2Cl)c1C#N
17	-0.97	-6	5	11	-6	-5	-2	21	Cc1ccccc1OCCNc1ccc(C(F)(F)F)cc1[N+](=O)[O-]
-22	-0.35	-6	-7	3	x	-3	-4	4	COC(=O)/C=c1/sc2n(c1=O)CCN=2
-2	-0.49	-7	0	-3	-16	8	5	3	CC(NC(N)=O)C12CC3CC(CC(C3)C1)C2 (stereo not given)
0	-0.54	-5	-1	-10	x	6	1	5	CC(C)NC(=O)c1ccccc1N(Cc1ccccc1)S(C)(=O)=O
-8	0.51	-16	-3	-5	11	3	15*	33	Oc1[nH]c2ccccc2c1N=Nc1nc2ccccc2s1
-21	0.26	-15	-3	1	26	-2	-2	2	CCC(C)(C)NC(=O)CN(C(=O)CNS(=O)(=O)c1ccccc1)c1ccccc1
-9	1	-4	-7	-2	-24	0	0	4	O=C(O)CC(c1ccc(Cl)cc1)n1cccc1 (stereo not given)
-28	0.8	-8	-1	-5	31	2	6	-5	Cc1nc2nc(C)c(CCC(=O)N3CCc4ccccc43)c(C)n2n1

# EphB4 antag: hit marks shown above.
PLK1 PBD inh	PTK2B oligo ant	PLK1 inh	FAK inh	PTPN22 act	F-actin modifier	PTPN22 inh 2	EphB4 antag	Rev-RRE block	SMILES
-8	0.51	-16	-3	-5	11	3	15*	33	Oc1[nH]c2ccccc2c1N=Nc1nc2ccccc2s1

# (listing goes on)
PLK1 PBD inh	PTK2B oligo ant	PLK1 inh	FAK inh	PTPN22 act	F-actin modifier	PTPN22 inh 2	EphB4 antag	Rev-RRE block	SMILES
-13	-2.2	-9	0	-10	10	12	-3	19	CCOC(=O)c1ccc(N2C(=O)CC(N(Cc3ccc4c(c3)OCO4)C(=O)Nc3ccccc3)C2=O)cc1 (stereo not given)
-14	-1.7	-13	1	6	x	-8	6	1	Cc1c(Cl)cccc1NC(=S)NCc1ccc(Cl)cc1
0	-2.1	-12	3	-4	-5	1	-2	16	Cc1ccc(N2C(=O)c3ccc(N)cc3C2=O)cc1
1	x	-4	4	-1	-4	0	1	0	COc1ccc(NC(=O)CN(C)S(=O)(=O)c2ccc3c(c2)CCC(=O)N3)c(OC)c1
32	0.48	-11	1	-10	-16	9	-1	5	C=CCOc1ccccc1/C=N/O
4	0.02	18	3	2	-27	0	-4	3	COc1ccc2c(c1OC)C(=O)OC2Nc1ncc(Br)cc1Br (stereo not given)
-22	0.61	-17	-3	3	-17	-6	-3	-2	CCOC(=O)N1CCC(NC(=O)c2sc(-n3cccc3)nc2C)CC1
-5	-0.64	-1	95*	18	7	-15	0	-5	COc1ccc(Cc2nc3ccc(S(=O)(=O)N4CCOCC4)cc3[nH]2)cc1
-5	0.95	-8	-1	7	-7	-8	0	-4	Cc1ccc(-c2cn(-c3ccccc3)c3[n+]2CCCS3)cc1
-9	x	-14	0	1	2	-4	-2	8	CC(c1ccccc1)C(CC(=O)O)C(=O)NC1CCCCC1 (stereo not given)
17	0.79	-10	-11	-6	32	9	-5	13	Nc1nc(SCc2ccccc2Cl)nc2nc3c(cc12)CCCC3
25	0.8	-4	-7	7	-12	-4	-7	-4	Cc1oc(C2CC2)cc1C(=O)O
15	-0.26	5	2	-1	-22	-1	-4	6	Cc1ccc(CN2C(=O)CCC2C(=O)NC(C)C)cc1 (stereo not given)
-3	x	-8	0	11	-2	-14	1	-3	CC(=O)c1cccc(NC(=O)c2cc3ccccn3n2)c1
-4	0.74	-5	2	14	6	-11	-1	1	CC(/C=C/c1ccc2c(c1)OCO2)=N\NC(=O)c1cccc([N+](=O)[O-])c1
-27	1.3	-10	8	2	-3	2	9	7	Cc1cc(C)c(S(=O)(=O)ON2C(=O)c3ccccc3C2=O)cc1C
8	0.65	-6	3	6	-19	-2	-12	7	CCOC(=O)c1cc2c(=O)n3ccccc3nc2n(CC(C)C)c1=NC(=O)c1ccco1
3	-0.16	-3	-2	2	-11	-3	5	2	O=C(Nc1ccc(NC(=O)c2ccco2)nc1)c1cccnc1
2	-1	-9	1	-5	x	6	-8	7	CCCSc1nc(-n2ncc(C#N)c2N)c2c3c(sc2n1)CCC(C)C3 (stereo not given)
16	0.96	-5	-4	0	1	-5	1	0	CC(C)(Oc1ccc(Cl)cc1)C(=O)NC1CCSC1=O (stereo not given)
22	-0.16	-4	2	15	-4	-17	-8	4	Cc1ccc(Cl)c(OCC(=O)Nc2ccc3c(c2)OCCO3)c1
5	0.23	-6	2	0	6	0	12	10	Oc1ccccc1-c1cc(C(F)(F)C(F)F)nc(-c2ccccc2)n1
-18	-0.35	-3	-4	1	10	2	-3	3	Fc1ccccc1CSc1nncn1NC/C=C/c1ccccc1
-18	0.44	-13	-3	0	-5	-1	6	9	Cc1c(C(=O)Nc2ccc(Cl)cc2)c2ccccn2c1C(=O)c1ccc(F)cc1
-19	0.02	-11	1	1	-24	0	-4	8	COc1ccc(CCNC(=O)c2cc(-c3cc(C)ccc3O)n[nH]2)cc1OC
1	0.29	-3	0	5	6	-5	4	-2	O=C(Oc1ccc2ccccc2c1)c1ccccc1
-14	0.9	-9	3	5	-24	-8	5	5	O=C1C2C(C(=O)N1Cc1ccco1)C1C=CC2C12CC2 (stereo not given)
5	-0.75	-8	-1	10	-7	-11	-3	4	Cc1nc2cc(Cl)ccc2n1-c1ccccc1
-11	0.25	-3	0	-12	3	12	-4	-5	COC(=O)c1cc2ccccn2c2c(C(=O)OC)c(C(=O)OC)cc1-2
-24	1.9	-7	-1	6	-2	-7	7	10	CN1CCN(C(=O)NC2CCCCC2)CC1
8	-0.65	-39	3	-4	6	7	4	10	CCOC(=O)C1=C(Nc2ccc(Br)cc2)CC(C)(O)C(C(=O)OCC)C1c1ccccc1 (stereo not given)
-15	x	-13	-1	12	-1	-7	3	-1	COc1ccc(/C=C/C(=O)Nc2ccccc2C(F)(F)F)cc1OC
-7	x	-9	0	5	27	-8	5	7	Cc1ccc(C(C(=O)NC2CCCC2)N2CCc3ccccc32)cc1 (stereo not given)
-15	-0.7	-6	5	2	-8	-2	5	7	COc1ccc(NC(=O)c2sc(SCc3ccccc3)nc2N)cc1
4	0.29	-2	-1	4	3	-4	-9	1	COc1ccc(S(=O)(=O)N(C)CC(=O)N2CCOCC2)cc1
-9	-0.23	-2	-1	-11	-4	8	-5	-5	COc1ccccc1C(=O)NCCCn1cc(Br)c(C)n1
-9	2.1	5	-1	-2	-7	4	1	12	CN(C)CCCOC(=O)c1ccc(Cl)cc1Cl
-11	-0.37	-3	-2	-3	11	3	4	6	CC(=O)Nc1nc(N)n(-c2ccccc2)n1
3	-0.94	-12	1	4	0	-3	-8	13	O=C(NCCSCc1ccccc1)c1ccc(Cl)c(S(=O)(=O)N2CCOCC2)c1
-21	0.89	0	2	-12	-7	11	4	11	CCOc1ccc(NC(=O)CCNS(=O)(=O)c2ccc3c(c2)c(=O)n(C)c(=O)n3C)cc1
-15	2.8	1	0	0	7	3	0	-7	Cc1ccc(NC(=S)NCc2ccc3c(c2)OCO3)c(C)c1
0	0.42	37	-3	3	17	-6	-8	-1	O=C(CSc1nc(-c2ccccc2)cc(=O)[nH]1)Nc1ccccn1
5	1.2	-5	3	-6	-2	10	2	12	O=C(NC12CC3CC(CC(C3)C1)C2)C12CC3CC(C1)CC(n1cnc(Cl)n1)(C3)C2
3	-0.19	-10	-2	3	1	3	1	5	O=C(N/N=C/c1c[nH]c2ccc(Br)cc12)c1ccn(Cc2ccc(Cl)cc2Cl)n1
0	0.21	1	-2	-1	6	0	10	4	CCC(C)Nc1nc(SC(C(C)=O)C(C)=O)nc(N(C)C)n1 (stereo not given)
-7	0.15	-8	-1	-6	u	7	4	10	O=C(NC(Cc1c[nH]c2ccccc12)C(=O)O)c1ccco1 (stereo not given)
-2	0.2	-12	0	4	5	-8	-8	5	CC(C)C(=O)c1cn(CC(=O)NCc2ccco2)c2ccccc12
-22	-0.42	-2	-1	1	6	-4	-3	3	COc1ccccc1Nc1nc(N)nc(CSc2nncn2C)n1
34	0.51	-14	-8	8	1	-9	-4	0	COCCNC(=O)CN(c1cc(Cl)ccc1OC)S(C)(=O)=O
14	-1.3	-11	2	6	6	-4	-2	9	CC(C)c1cc(NCC2CCCO2)n2c(nc3ccccc32)c1C#N (stereo not given)

# Quoted from the listing.
# COc1ccccc1Nc1nc(N)nc(CSc2nncn2C)n1 in PTK2B oligo ant: -0.42
# CCC(C)Nc1nc(SC(C(C)=O)C(C)=O)nc(N(C)C)n1 (stereo not given) in EphB4 antag: 10
# O=C(N/N=C/c1c[nH]c2ccc(Br)cc12)c1ccn(Cc2ccc(Cl)cc2Cl)n1 in Rev-RRE block: 5
# CC(C)C(=O)c1cn(CC(=O)NCc2ccco2)c2ccccc12 in FAK inh: 0
# COCCNC(=O)CN(c1cc(Cl)ccc1OC)S(C)(=O)=O in EphB4 antag: -4

# The list goes on.
PLK1 PBD inh	PTK2B oligo ant	PLK1 inh	FAK inh	PTPN22 act	F-actin modifier	PTPN22 inh 2	EphB4 antag	Rev-RRE block	SMILES
-6	x	-4	2	2	-6	-6	0	4	CCCOC(=O)CC1C(=O)NCCN1Cc1ccc(F)cc1 (stereo not given)
12	-0.78	-4	-3	-7	-11	3	-5	4	CCOCc1nc(C)c(Cl)c(NS(=O)(=O)c2ccc(N)cc2)n1
-6	0.96	-6	4	-6	15	9	4	5	Cc1ccc(C(=O)CCCn2nnc(-c3cccnc3)n2)cc1C
-12	0.81	-13	-2	0	-11	-3	-2	2	CCNC(=S)NNC(=O)c1csc(C(C)C)c1
-6	-2.4	-3	1	14	7	-13	-3	11	Cc1cc(C)n(CC(O)Cn2c3ccccc3c3ccccc32)n1 (stereo not given)
4	0.12	-21	-1	3	12	-3	-6	0	CCOC(=O)N1CCN(C(=O)CN(c2cc(C(F)(F)F)ccc2Cl)S(C)(=O)=O)CC1
14	-1.9	-5	8	-2	-4	-1	5	14	CCC(c1nnnn1Cc1ccc2c(c1)OCO2)N1CCN(c2ccc(F)cc2)CC1 (stereo not given)
-5	2.1	-7	0	21	4	-19	3	5	CCN(CCC(=O)O)c1ccccc1
15	-0.52	-11	2	11	-48	-9	-3	3	O=C(CN1C(=O)NC2(CCCCCC2)C1=O)NCc1ccco1
6	2.2	-19	6	-7	-30	11	-2	7	COc1ccc(OCC(=O)NNC(=O)c2cccnc2)cc1
8	0.72	38	-2	-2	-7	2	1	0	CC(Oc1ccccc1)C(=O)N1CCCc2ccccc21 (stereo not given)
1	0.47	-7	1	-2	-6	-2	-1	4	CCN(CC)C(=O)c1c(C)nc2ccccn12
-2	-0.62	-2	1	0	1	0	1	9	Cc1ccc(C(C)C)c(OCCNS(C)(=O)=O)c1
16	1.8	-8	1	23	-2	-24	-5	1	O=C1/C(=C/c2cccs2)CCc2ccccc21
8	-1.6	-20	15	-8	26	5	1	0	COc1ccc(C(=O)Nc2ccccc2-c2nnn(CC(=O)NCc3ccco3)n2)cc1
4	-1.7	-7	1	12	1	-11	1	6	Clc1ccccc1-c1nnc(-c2ccccc2Cl)o1
9	-0.62	3	20*	1	29	-2	7	3	NC(=O)c1c(NC(=O)c2ccco2)sc2c1CCC2
-1	-1.4	-9	9	-4	-8	2	4	8	c1ccc(C2=Nn3c(nnc3-c3n[nH]c4c3CCC4)SC2)cc1

# Bioassay records from PubChem.
